HRas wt GTP bind: modulators of GTP binding to human HRas wildtype; P01112; actives 0.14% (n = 190,000); GST-Ras wt beads, Bodipy-FL-GTP binding, flow cytometry; actives lie on both sides; GTP binding activity, % at 10 µM;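 active = GTP binding activity at least 20% away from the 100% baseline, either lowered as inhibitor or raised as activator; inconclusive = flagged as likely green fluorescent, judged across all proteins in the well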;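 also: 0% = unlabeled GTP competition control and 100% = no-compound control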
Target sequence (P01112 whole entry, looked up): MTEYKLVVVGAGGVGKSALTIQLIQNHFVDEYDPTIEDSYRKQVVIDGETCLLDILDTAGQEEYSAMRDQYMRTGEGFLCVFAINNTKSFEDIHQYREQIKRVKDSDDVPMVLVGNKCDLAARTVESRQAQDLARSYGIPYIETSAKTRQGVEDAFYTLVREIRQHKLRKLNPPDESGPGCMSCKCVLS
Rab7 wt GTP bind: modulators of GTP binding to dog Rab7 wildtype GTPase. GST-Rab7 beads, fluorescent GTP binding, flow cytometry; actives lie on both sides; untreated = 100%, excess cold GTP = 0%. actives 0.055% (n = 190,000). GTP binding activity (percent of control), % at 10 µM. AID 758;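 active = fluorescent GTP binding to Rab7 beads changed by at least 20 points from the 100% baseline, either direction, mostly lower; inconclusive = compound itself probably fluorescent, or too few beads counted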;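 also: median green fluorescence of bound Bodipy-FL-GTP per Rab7 bead population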
Cdc42 wt: human Cdc42 wildtype GTP binding change, either direction | P60953 | GST-Cdc42 beads, Bodipy-GTP binding, flow cytometry; actives lie on both sides | percent activity (GTP binding), % at 10 µM | actives 0.2% (n = 190,000);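 active = percent activity GTP binding at least 20 points away from the 100% baseline, either down as inhibitor or up as activator; inconclusive = compound flagged as likely green fluorescent from well-wide comparison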;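 also: median bead fluorescence of bound Bodipy-FL-GTP at 100 nM; 0% = excess unlabeled GTP control and 100% = no compound control; below 100% means less GTP binding so inhibitor and above means activator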
Target sequence (P60953 whole entry, looked up): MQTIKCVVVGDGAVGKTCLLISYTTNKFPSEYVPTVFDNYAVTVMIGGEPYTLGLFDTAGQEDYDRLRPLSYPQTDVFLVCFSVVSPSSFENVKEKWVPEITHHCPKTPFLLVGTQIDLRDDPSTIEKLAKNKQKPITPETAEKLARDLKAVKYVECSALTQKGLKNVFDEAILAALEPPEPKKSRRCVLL
Rab2 wt GTP: changes GTP binding to wildtype dog Rab2A, up or down. GST-Rab2 wt beads, Bodipy-GTP binding, flow cytometry. P61105. GTP binding activity, % at 10 µM. actives 0.19% (n = 190,000);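 active = GTP binding activity at least 20 points away from 100%, either lowered or raised; inconclusive = signal likely due to the compound's own green fluorescence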;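 also: 0% = beads with excess unlabeled GTP and 100% = no-compound control corrected for plate trend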
Rac1 wt modul: alters GTP binding to wildtype human Rac1. P63000. GST-Rac1 beads, fluorescent GTP binding, flow cytometry; actives lie on both sides; 0 = cold GTP competed, 100 = untreated. GTP binding activity (% of control), % at 10 µM. actives 0.27% (n = 190,000);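 active = GTP binding activity at least 20 points away from the 100% control level, either lower or higher; inconclusive = compound flagged as likely green fluorescent, judged across all proteins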
Bim-Bcl-XL: disrupts Bim peptide binding to human Bcl-XL; Q07817; bead flow cytometry, fluorescence; inhibition, % at 10 µM; actives 0.04% (n = 190,000); AID 1007
Target sequence (Q07817 whole entry, looked up): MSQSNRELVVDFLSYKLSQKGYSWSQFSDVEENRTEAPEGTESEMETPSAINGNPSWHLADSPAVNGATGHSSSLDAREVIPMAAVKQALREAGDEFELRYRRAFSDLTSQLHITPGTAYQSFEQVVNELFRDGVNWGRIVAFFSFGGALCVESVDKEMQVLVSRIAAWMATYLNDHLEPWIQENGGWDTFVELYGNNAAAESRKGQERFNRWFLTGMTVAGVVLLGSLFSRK
Bim-Bcl-B: inhibitors of Bim-Bcl-B interaction, human; AID 951; bead-based flow cytometry, Bim peptide-Bcl-B binding; Q9HD36; inhibition, % at 10 µM; actives 0.073% (n = 190,000);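 also: 0% = tracer peptide without compound and 100% = reference inhibitor peptide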
Target sequence (Q9HD36 whole entry, looked up): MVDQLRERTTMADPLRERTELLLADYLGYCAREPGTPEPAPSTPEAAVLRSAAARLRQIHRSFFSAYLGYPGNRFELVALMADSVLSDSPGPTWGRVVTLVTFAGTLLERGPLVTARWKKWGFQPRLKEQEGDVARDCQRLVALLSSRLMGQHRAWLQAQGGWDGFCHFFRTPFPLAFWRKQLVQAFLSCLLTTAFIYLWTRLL
Bim-Bfl-1: human Bim-Bfl-1 interaction inhibition; Bead-based flow cytometry, Bim-Bfl-1 binding inhibition; inhibition, % at 10 µM; actives 0.12% (n = 190,000);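 also: 0% = wells without compound plus tracer and 100% = blocker peptide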
Bim-Bcl-2: human Bim-Bcl-2 interaction inhibition | actives 0.06% (n = 190,000) | AID 950 | Bead-based flow cytometry, Bim peptide-Bcl-2 binding | inhibition, % at 10 µM; in the data active = inhibition above about 40%; inconclusive = no clear call, values can overlap the other calls;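 also: 0% = no compound wells with probe peptide and 100% = reference peptide inhibitor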
Target sequence (P10415 whole entry, looked up): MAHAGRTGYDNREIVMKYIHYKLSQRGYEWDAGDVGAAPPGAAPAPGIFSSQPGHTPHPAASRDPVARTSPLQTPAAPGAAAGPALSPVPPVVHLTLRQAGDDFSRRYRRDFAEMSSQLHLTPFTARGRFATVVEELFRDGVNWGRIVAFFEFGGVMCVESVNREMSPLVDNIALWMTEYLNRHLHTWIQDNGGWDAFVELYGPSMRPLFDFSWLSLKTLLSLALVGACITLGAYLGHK
Rac1 mut GTP: alters GTP binding to activated mutant human Rac1 | percent activity (GTP binding), % at 10 µM | GST-Rac1 activated beads, fluorescent GTP binding, flow cytometry; actives lie on both sides; 100% means binding = to untreated wells | actives 0.11% (n = 190,000) | P63000;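 active = GTP binding at least 20 percentage points away from the 100% baseline, in either direction, so actives lie on both sides; inconclusive = Compound likely fluorescent itself, or too few beads counted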
Bim-Bcl-W: inhibitors of Bim-Bcl-W interaction, human. Q92843. bead-based flow cytometry, Bim peptide-Bcl-W binding. inhibition, % at 10 µM. actives 0.02% (n = 190,000). AID 952;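 also: 0% = bound tracer without compound and 100% = peptide blocker; higher means less fluorescent Bim peptide bound to Bcl-W beads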
* = called active by the depositor; ? = inconclusive. Rule as the data show it, unless noted: active = inhibition above about 40%.

SMILES | HRas wt GTP bind | Rab7 wt GTP bind | Cdc42 wt | Rab2 wt GTP | Rac1 wt modul | Bim-Bcl-XL | Bim-Bcl-B | Bim-Bfl-1 | Bim-Bcl-2 | Rac1 mut GTP | Bim-Bcl-W
O=C(COC(=O)c1ccc(S(=O)(=O)Nc2ccccc2)cc1)NCCC1=CCCCC1 | 98 | 98 | 103 | 97 | 101 | -4 | -1 | 0 | 0 | 99 | -1
Cc1ccc(NC(=O)C2(S(=O)(=O)c3ccc(C)cc3)CC2)cc1 | 100 | 103 | 103 | 101 | 97 | -3 | 0 | -1 | 1 | 97 | -1
CCOc1ccc(/C=C/C(=O)c2ccc(-c3ccccc3)cc2)cc1 | 98 | 96 | 102 | 99 | 102 | -3 | -7 | -1 | -1 | 99 | -4
Cc1ccnc(N2CCC(C(=O)Nc3ccc4c(c3)OCO4)CC2)n1 | 105 | 101 | 107 | 103 | 110 | -6 | -3 | -6 | 2 | 103 | 4
COc1ccccc1-c1nnc(SCC(=O)N2CCOCC2)n1-c1ccccc1 | ? | ? | ? | ? | ? | -3 | -5 | -3 | -3 | ? | -3
c1ccc(CCn2nnnc2C(c2cccs2)N2CCN(Cc3ccc4c(c3)OCO4)CC2)cc1 (stereo not given) | 99 | 96 | 98 | 98 | 103 | 0 | -3 | 3 | 0 | 98 | 1
Cc1nc2ccccn2c1C(=O)CSc1ccc(Cl)cc1Cl | 96 | 99 | 98 | 97 | 98 | -2 | -1 | 0 | 0 | 96 | -4
N#Cc1ccc2ccn(CC(=O)NC3CCCCC3)c2c1 | 96 | 93 | 97 | 96 | 97 | 1 | 1 | -2 | 2 | 97 | 3
COc1cc(/C=N/NC(=O)c2cnccn2)ccc1O | 102 | 105 | 105 | 103 | 105 | -7 | -11 | -14 | -5 | 104 | -5
Cc1c(NC(=O)/C=C/c2cccs2)c(=O)n(-c2ccccc2)n1C | 103 | 103 | 105 | 104 | 102 | -1 | -3 | 4 | 0 | 98 | 3
N#CC(C(=O)O)=C1CCCC1 | 100 | 100 | 106 | 103 | 107 | -3 | -4 | -13 | -8 | 101 | 0
CC(=O)N1N=C(c2ccccc2)OC1(C)CC(=O)Nc1ccccc1 (stereo not given) | 103 | 105 | 104 | 103 | 105 | -7 | -8 | -11 | -9 | 100 | -5
COc1ccc(S(=O)(=O)Nc2ccc3ccccc3c2)cc1C | 101 | 99 | 101 | 100 | 101 | -1 | -7 | -9 | -7 | 101 | 0
Cn1ccnc1SCC(=O)Nc1cc(S(=O)(=O)N2CCOCC2)ccc1Cl | 100 | 103 | 102 | 98 | 104 | -2 | -5 | -2 | -3 | 100 | -3
CCn1c(SCc2nc3ccccc3[nH]2)nnc1-c1ccccc1OC | 102 | 102 | 100 | 100 | 102 | -11 | -12 | -18 | -11 | 98 | -4
O=C1C(=O)N(CCN2CCOCC2)C(c2ccccn2)/C1=C(/O)c1ccc(F)cc1 (stereo not given) | 101 | 104 | 102 | 103 | 101 | 0 | 0 | 0 | 0 | 99 | 0
CCSc1cnn(-c2ccccc2)c(=O)c1SCC | 101 | 98 | 97 | 98 | 96 | -2 | -2 | -2 | 1 | 98 | -3
N#Cc1c(NC(=O)COC(=O)C2CC3C=CC2C3)oc(-c2ccccc2)c1-c1ccccc1 (stereo not given) | 101 | 101 | 100 | 100 | 105 | -7 | -8 | -11 | -12 | 98 | 1
COc1ccc(NC(=O)c2cnc3sccn3c2=O)cc1 | 101 | 100 | 99 | 99 | 100 | 0 | -9 | -12 | -5 | 100 | 0
Cc1cccc(C(=O)NC(=S)Nc2ccc(N3CCOCC3)cc2)c1 | 103 | 102 | 103 | 103 | 105 | -7 | -9 | -2 | -7 | 102 | -4
Cc1ccc(C(=O)NCC(=O)O)s1 | 97 | 95 | 95 | 97 | 99 | 0 | -2 | -1 | -1 | 93 | -1
CCC(=O)Nc1cccc(NC(=S)NC(=O)c2ccc(Cl)cc2)c1 | 98 | 99 | 99 | 98 | 101 | -11 | -9 | -8 | -9 | 99 | -11
Clc1ccc(Cn2ncc3c(NCc4ccccc4)ncnc32)c(Cl)c1 | 99 | 99 | 98 | 98 | 105 | -3 | -3 | -4 | -4 | 100 | -2
Cc1cc(C(=O)NN)c2cc(Br)ccc2n1 | 97 | 102 | 98 | 100 | 99 | 9 | 2 | 5 | 7 | 95 | 4
CC(c1cccs1)N(Cc1ccco1)C(=O)Nc1ccc(Cl)c(Cl)c1 (stereo not given) | 101 | 102 | 101 | 102 | 104 | -4 | -6 | -9 | -8 | 99 | 6

Overlap with the part before: two entries; new compounds follow.
SMILES | HRas wt GTP bind | Rab7 wt GTP bind | Cdc42 wt | Rab2 wt GTP | Rac1 wt modul | Bim-Bcl-XL | Bim-Bcl-B | Bim-Bfl-1 | Bim-Bcl-2 | Rac1 mut GTP | Bim-Bcl-W
Cc1cc(C(=O)NN)c2cc(Br)ccc2n1 | 97 | 102 | 98 | 100 | 99 | 9 | 2 | 5 | 7 | 95 | 4
CC(c1cccs1)N(Cc1ccco1)C(=O)Nc1ccc(Cl)c(Cl)c1 (stereo not given) | 101 | 102 | 101 | 102 | 104 | -4 | -6 | -9 | -8 | 99 | 6
CCNC(=O)n1cc(-n2cncn2)c(-c2ccccc2)n1 | 100 | 108 | 100 | 103 | 100 | -4 | -4 | -3 | 1 | 98 | -2
CC(=O)N/C(=C\c1ccc(F)cc1)C(=O)NC(C(=O)O)C(C)C (stereo not given) | 98 | 102 | 95 | 98 | 102 | -3 | -5 | -5 | -3 | 94 | -3
CCOC(=O)c1sc(NC(=O)c2cccs2)nc1C | 97 | 96 | 99 | 96 | 99 | -3 | -3 | -2 | -3 | 94 | 0
Cc1ccc(CSCC(=O)NCCCN2CCOCC2)cc1 | 99 | 100 | 99 | 97 | 101 | -2 | 0 | -6 | -3 | 96 | 0
C(=C\c1ccccc1)/C=N/Nc1nc2ccccc2[nH]1 | 99 | 98 | 98 | 101 | 102 | -4 | -2 | -3 | -7 | 99 | -2
CC(=O)N1N=C(N)SC1c1cccc([N+](=O)[O-])c1 (stereo not given) | 101 | 104 | 99 | 100 | 104 | -2 | -5 | -3 | -3 | 101 | -5
CC(C)CCN1C(=O)c2ccc(C(=O)NCc3ccco3)cc2C1=O | 97 | 95 | 99 | 94 | 96 | 0 | -2 | 6 | 0 | 96 | 1
COCCOC(=O)C1=C(C)NC(=O)NC1/C=C/c1ccccc1 (stereo not given) | 100 | 98 | 101 | 100 | 105 | -9 | -11 | 0 | -15 | 101 | -3
CC(CNC(=O)C(C)C)NC(=O)C(C)C (stereo not given) | 101 | 104 | 103 | 102 | 103 | 0 | -2 | 0 | -1 | 99 | 0
C/C(=N/NC(=O)c1ccoc1C)c1ccc(NC(=O)C2CCCC2)cc1 | 100 | 99 | 101 | 98 | 104 | -6 | -7 | 1 | 0 | 100 | -1
O=C(OCc1cccnc1)C1=Cc2ccccc2OC1 | 93 | 99 | 94 | 95 | 92 | -3 | 0 | 0 | -2 | 92 | -4
O=C(O)CN=C(NS(=O)(=O)c1ccc(Cl)cc1)c1ccccc1 | 102 | 98 | 102 | 102 | 107 | 2 | 1 | 2 | 6 | 100 | 4
Cc1cccc(C)c1OC1(c2ccccc2)OC(=O)c2ccccc21 (stereo not given) | 100 | 100 | 103 | 100 | 102 | -5 | -1 | -2 | -1 | 100 | -5
O=C(O)c1n[nH]c2c1CCCC2 | 97 | 99 | 97 | 96 | 99 | 1 | 2 | 3 | -2 | 99 | 0
Cc1ccc(NC(=O)c2ccccc2Cl)c(Cl)c1 | 93 | 97 | 91 | 93 | 95 | -1 | -9 | -5 | -4 | 93 | -1
CN(C)CCCOC(=O)c1sc2ccccc2c1Cl | 95 | 92 | 97 | 97 | 99 | -2 | -4 | -6 | -7 | 97 | -2
Clc1ccc(Cn2ncc3c(NCc4ccco4)ncnc32)c(Cl)c1 | 108 | 101 | 107 | 108 | 106 | -4 | -20 | 9 | -2 | 100 | -2
COc1ccc(/C(C)=N/OCC(=O)N=Nc2c(O)[nH]c3ccccc23)cc1 | 95 | 99 | 93 | 95 | 94 | -5 | -10 | -12 | -8 | 94 | -4
CCOc1ccc2[nH]c(=S)[nH]c2c1 | 102 | 102 | 106 | 103 | 109 | -11 | -10 | -8 | -9 | 102 | -4
CN(C)S(=O)(=O)c1ccc(/C(O)=C2/C(=O)C(=O)N(Cc3cccnc3)C2c2cccs2)cc1 (stereo not given) | 99 | 106 | 97 | 97 | 99 | -2 | -2 | -4 | -3 | 95 | 2
COc1ccc(CNC(=O)Cc2ccc(OC)c(S(=O)(=O)N3CCOCC3)c2)cc1 | 97 | 100 | 95 | 100 | 95 | 0 | 0 | -2 | -1 | 99 | 1
CCOC(=O)N1CCC(NC(=O)CSCc2cnn(-c3ccccc3)c2-n2cccc2)CC1 | 97 | 94 | 96 | 95 | 95 | 0 | 0 | -1 | -4 | 93 | -1
Cc1cc(C)nc(Nc2n[nH]c(-c3ccccc3Br)n2)n1 | 109 | 105 | 108 | 109 | 105 | 0 | -2 | 0 | 0 | 104 | 0
CCNC(=O)CC1C(=O)N(c2ccc(C)cc2)C(=O)N1CCc1ccc(OC)c(OC)c1 (stereo not given) | 97 | 100 | 100 | 100 | 103 | -6 | -6 | -11 | -6 | 97 | 0
O=C1/C(=C/c2cccnc2)CC/C1=C\c1cccnc1 | 99 | 103 | 96 | 101 | 98 | -2 | -3 | 2 | -5 | 95 | 1
(continued)
SMILES | HRas wt GTP bind | Rab7 wt GTP bind | Cdc42 wt | Rab2 wt GTP | Rac1 wt modul | Bim-Bcl-XL | Bim-Bcl-B | Bim-Bfl-1 | Bim-Bcl-2 | Rac1 mut GTP | Bim-Bcl-W
c1ccc(CNC2=NCCCCC2)cc1 | 99 | 103 | 99 | 101 | 103 | -2 | -7 | -13 | -13 | 97 | 0
O=C(NC1CCCCCC1)C(=S)N1CCOCC1 | 97 | 99 | 100 | 99 | 98 | -9 | -40 | 23 | -7 | 99 | -4
COc1ccc(N2CCN(C(=O)Cc3ccc(-n4c(=O)[nH]c5ccccc5c4=O)cc3)CC2)cc1 | 99 | 99 | 106 | 96 | 101 | 1 | 0 | -5 | -1 | 97 | 0
O=C(Cn1c(CN2CCCCC2)nc2ccccc2c1=O)NC1CCCCC1 | 103 | 96 | 103 | 97 | 105 | -2 | -4 | -5 | -2 | 101 | -4
Cc1cc(C)c2c(=O)[nH]c(SCC(=O)NCc3ccccc3)nc2n1 | 88 | 88 | 99 | 92 | 103 | 0 | -3 | 0 | -1 | 95 | 0
O=C(COC(=O)COc1ccc2ccccc2c1)Nc1cc(C(F)(F)F)ccc1N1CCOCC1 | 98 | 98 | 96 | 95 | 98 | -9 | -10 | -10 | -11 | 96 | -7
CCN(CC)S(=O)(=O)c1cccc2cccnc12 | 100 | 102 | 101 | 99 | 100 | 0 | -8 | -14 | -9 | 97 | 3
CCC(C)Sc1nc2c(cnn2-c2ccc(C)c(C)c2)c(=O)[nH]1 (stereo not given) | 101 | 101 | 100 | 102 | 102 | -3 | -7 | -9 | -13 | 99 | 2

From PubChem BioAssay
